Tb MetRS inh: Trypanosoma brucei MetRS inhibition. purified T. brucei MetRS, ATP depletion, Kinase-Glo luminescence. 0.4% of 360,000 active. AID 624268. inhibition, % at 11.9 µM;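 active = inhibition above a per-plate cutoff of the control wells' mean inhibition plus 3 SD, cut at about 5.5% in these data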;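 also: 0% = DMSO wells median and 100% = median of wells with control inhibitor compound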
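Dosing: 11.9 µM single point; system: parasite MetRS enzyme; technique: luminescence of leftover ATP; times: 15 min enzyme-compound preincubation, 2 h reaction, 10 min detection, 25 °C; replicates: each compound tested once; read-out basis: percent inhibition relative to median high and low control wells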
MsrA act: bovine methionine sulfoxide reductase A activation; purified bovine MsrA, absorbance read-out; activation, % at 10.6 µM; 0.3% of 360,000 active; AID 602163; in the data active = activation above about 7.5%;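 also: 0% = vehicle and 100% = reference activator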
CSN inh: inhibitors of human CSN-mediated cullin deneddylation. Purified CSN, SCF-Nedd8-OG deneddylation, fluorescence polarization. inhibition, % at 12.5 µM. 0.38% of 360,000 active. AID 651999;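 active = pattern-corrected inhibition above about 35%, with an unprinted fluorescence ratio check between 0.5 and 1.5, limit read from the data, passing the limit was not always enough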;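 also: 0% = enzyme with substrate and 100% = substrate without enzyme; some results filed as inactive read as strong as hits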
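Assay system: purified human Csn5 enzyme expressed in HEK293T cells; Input: 0.24 nM Csn5 enzyme, final concentration; Reagent: 10 nM SCFSkp2-Nedd8OG; Compound dosing: 12.5 µM single point; Times: reaction 90 min, room temperature; Technique: fluorescence polarization readout.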
E coli Lon inh: inhibits E. coli Lon protease | AID 602123 | inhibition, % at 7.94 µM | purified E. coli Lon protease, fluorescence polarization | 0.42% of 360,000 active; in the data active = inhibition above about 13%, passing the limit was not always enough;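 also: 0% = enzyme with probe and DMSO and 100% = no enzyme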
Target sequence (P0A9M0 whole entry, looked up): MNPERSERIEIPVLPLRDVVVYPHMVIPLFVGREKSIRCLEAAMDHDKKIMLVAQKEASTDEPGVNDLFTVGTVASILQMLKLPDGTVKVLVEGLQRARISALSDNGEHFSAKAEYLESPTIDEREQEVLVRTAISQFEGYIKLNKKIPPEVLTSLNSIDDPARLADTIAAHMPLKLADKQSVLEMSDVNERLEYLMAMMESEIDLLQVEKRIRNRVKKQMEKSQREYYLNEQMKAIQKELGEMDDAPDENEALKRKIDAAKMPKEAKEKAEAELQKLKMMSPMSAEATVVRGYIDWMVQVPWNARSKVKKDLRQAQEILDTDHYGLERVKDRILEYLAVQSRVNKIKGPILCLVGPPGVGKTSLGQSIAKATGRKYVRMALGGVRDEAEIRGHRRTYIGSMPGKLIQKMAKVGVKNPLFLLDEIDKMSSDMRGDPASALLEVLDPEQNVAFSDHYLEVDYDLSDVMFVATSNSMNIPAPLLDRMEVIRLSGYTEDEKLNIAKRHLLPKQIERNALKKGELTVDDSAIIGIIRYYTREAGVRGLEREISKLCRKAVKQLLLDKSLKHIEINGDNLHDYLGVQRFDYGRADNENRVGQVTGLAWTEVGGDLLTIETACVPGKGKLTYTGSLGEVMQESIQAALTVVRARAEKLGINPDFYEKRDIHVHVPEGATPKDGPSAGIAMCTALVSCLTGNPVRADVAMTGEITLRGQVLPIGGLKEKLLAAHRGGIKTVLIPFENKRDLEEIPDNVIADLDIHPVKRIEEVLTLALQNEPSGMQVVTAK
Rin1 Abl inh: blocks binding of human Rin1 to Abl | P00519+Q13671 | TR-FRET Rin1/Abl binding, biochemical | 0.4% of 360,000 active | AID 588664 | inhibition, % at 7.35 µM; in the data active = inhibition above about 5%, passing the limit was not always enough
PABP1 MLLE inh: inhibitors of microRNA-mediated deadenylation, human PABP1 MLLE binding; P11940; GST-MLLE / FITC-PAM2 fluorescence polarization; inhibition, % at 20 µM; 0.36% of 360,000 active; in the data active = inhibition above about 35%, passing the limit was not always enough;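 also: plate controls were DMSO wells with GST-MLLE for no effect and wells lacking GST-MLLE protein for full effect; some results filed as inactive read as strong as hits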
MsrA inhibitor: bovine MsrA inhibition; purified bovine MsrA, absorbance read-out; 0.75% of 360,000 active; inhibition, % at 15.5 µM; in the data active = inhibition above about 4.5%;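 also: 0% = vehicle wells with enzyme and 100% = reference inhibitor wells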
FAS-TE inh: FAS thioesterase (human) inhibition; recombinant FAS-TE, OMFH fluorogenic substrate, fluorescence endpoint; inhibition, % at 15 µM; 0.67% of 360,000 active;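 active = compounds whose normalised, plate-corrected inhibition of enzyme fluorescence in the single-dose primary screen is 50% or more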;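 also: 0% = DMSO with enzyme and 100% = substrate without enzyme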
Neddyl block: blocks human cullin neddylation; TR-FRET cullin neddylation, biochemical; calls only at 25 µM; 0.58% of 360,000 active; AID 651699; in the data active = inhibition above about 36%
* hit, by the source's call; i = inactive; / = not tested or not shown.

Values in the order: Tb MetRS inh | MsrA act | CSN inh | E coli Lon inh | Rin1 Abl inh | PABP1 MLLE inh | MsrA inhibitor | FAS-TE inh | Neddyl block
O=C(COC(=O)c1ccc(F)cc1F)Nc1cccnc1Cl
 : -0.2 | 1 | 0 | -2 | 4 | -3 | 0.7 | -5 | i
COc1cc2c3c(c1OC)-c1cc4c(cc1CC3(C#N)N(C(=O)c1ccccc1)CC2)OCO4 (centres undefined)
 : -0.5 | -10 | 0 | 1 | 4 | 10 | 0.8 | 40 | i
COCCNC(=O)C1CCCN(Cc2ccccc2-c2ccccc2)CC1 (centres undefined)
 : 0.6 | -3 | -6 | -12 | -3 | 0 | / | -8 | i
CC(=O)Nc1ncc(Cc2cc(Cl)ccc2Cl)s1
 : -0.3 | 1 | 1 | 2 | 0 | -2 | -0.6 | 0 | i
CCSc1nc2sc3c(c2c(=O)n1CC)CC(C)(C)OC3
 : -0.1 | -5 | -2 | -10 | -1 | 1 | -0.1 | 2 | i
Cc1ccc(CNC(=O)c2cc(-c3ccccc3C)nn2CC2CC(c3cccnc3)=NO2)cc1 (centres undefined)
 : -0.3 | 0 | -1 | -3 | 4 | 17 | -0.5 | 21 | i
CCn1c(=O)c2sccc2n2c(CCCC(=O)NC3CCN(Cc4ccccc4)CC3)nnc12
 : 0.8 | -3 | -5 | 4 | -1 | -3 | -0.4 | -4 | i
Fc1ccc(Nc2ccc(-c3ccc(F)cc3)nn2)cc1
 : -0.3 | -4 | -5 | -2 | 3 | -6 | 1.1 | 9 | i
CS(=O)(=O)N1CCN(C(=O)c2cc(-c3ccccc3)nc3ccccc23)CC1
 : -0.7 | 2 | 0 | -7 | 1 | -11 | 0.7 | -3 | i
O=C(CCC(=O)Nc1ccc(F)cc1)N/N=C/c1ccc(O)cc1O
 : 0.5 | -10 | 5 | 3 | -2 | -15 | 1.4 | -6 | i
CCN(CC)S(=O)(=O)c1cccc(NC(=O)c2cccc(S(=O)(=O)N3CCCC3)c2)c1
 : -0.1 | 1 | -5 | -5 | 2 | 1 | 0.1 | 18 | i
O=C(CSC1=NS(=O)(=O)c2ccccc2N1)c1ccccc1
 : -0.6 | -4 | -3 | -7 | 1 | 19 | -1.0 | -5 | i
CC1(c2nc3ccccc3[nH]2)CCC(=O)N1Cc1ccccn1 (centres undefined)
 : -0.1 | -5 | -1 | 6 | 2 | -1 | -1.5 | -12 | i
Cc1ccc(C(=O)OCC(=O)c2c[nH]c3ccccc23)cc1NC(=O)c1ccco1
 : 1.8 | -9 | -1 | -3 | 2 | -10 | 2.0 | 8 | i
CCCCC(=O)Nc1nnc(CCc2ccccc2)s1
 : -1.8 | 3 | -4 | -6 | 0 | 0 | -0.4 | -2 | i
CCOC(=O)c1sc(NC(=S)NC(=O)c2ccccc2)nc1C
 : -0.5 | -3 | -3 | 2 | 0 | 10 | -1.0 | 2 | i
C[C@@H]1CCCCO[C@@H](CN(C)S(=O)(=O)c2cn(C)cn2)[C@@H](C)CN([C@H](C)CO)C(=O)c2cc(NC(=O)Nc3ccc(C(F)(F)F)cc3)ccc2O1
 : -0.9 | 2 | 5 | 2 | -2 | -2 | -1.1 | 6 | i
O=C1CSC(c2ccccc2F)N1c1ccccc1F (centres undefined)
 : -0.3 | -1 | 0 | -15 | -1 | 11 | -0.6 | -5 | i
O=C(Cn1cnc([N+](=O)[O-])n1)c1ccccc1
 : -0.2 | -4 | 1 | -3 | -2 | 2 | 0.4 | -5 | i
COc1ccc(CNCCC2(O)CC(C)N(C)CC2C)cc1OC (centres undefined)
 : -2.6 | -8 | 3 | 2 | 0 | -2 | -0.5 | 3 | i
CCOC(=O)C#CC(CCc1ccccc1)OS(N)(=O)=O (centres undefined)
 : -0.3 | 0 | 2 | -9 | 1 | -22 | 1.2 | 12 | i
COc1ccc(N=C2O/C(=C/c3sc(=S)n(CC4CCCO4)c3O)N=C2C#N)cc1 (centres undefined)
 : 0.2 | -5 | 11 | -9 | 0 | -32 | -1.0 | 0 | i
CN(C(=O)COC(=O)Cn1cnc2c1c(=O)n(C)c(=O)n2C)C1(C#N)CCCCC1
 : -0.2 | -4 | 0 | -3 | 1 | -20 | 1.8 | -3 | i
CSC(=S)NCc1cccnc1
 : -0.8 | -12 | 3 | -7 | -2 | 9 | -0.9 | -14 | i
Cc1ccc(C)c(N2CCN(C(=O)C3CCN(S(=O)(=O)c4c(C)noc4C)CC3)CC2)c1
 : -0.8 | -10 | 1 | -1 | -3 | 3 | 0.1 | 23 | i
COc1cc(C(=O)N2CCN(C(=O)COc3ccc4ccccc4c3)CC2)cc(OC)c1OC
 : -0.6 | -1 | -6 | -15 | -1 | -9 | -1.0 | -8 | i
CN(C)CC(=O)N[C@@H]1CC[C@@H](CC(=O)NCCN2CCCCC2)O[C@@H]1CO
 : 0.4 | / | 0 | / | / | / | 1.5 | / | i
COc1ccc(Cc2c3cc(OC)c(OC)cc3cc[n+]2C)cc1OC
 : 1.5 | -2 | -4 | 1 | 2 | -81 | / | -1 | i
Cc1ccccc1NC(=O)c1ccc(C)c(S(=O)(=O)N2CCN(C)CC2)c1
 : -1.1 | -1 | -1 | 0 | 1 | 8 | -0.2 | -4 | i
O=C(COc1ccc2cc(Br)ccc2c1)N1CCCC1
 : 0.2 | -4 | -2 | -14 | -7 | -16 | 1.7 | -2 | i

Compound profiles (already shown). Screens in order: Tb MetRS inh, MsrA act, CSN inh, E coli Lon inh, Rin1 Abl inh, PABP1 MLLE inh, MsrA inhibitor, FAS-TE inh, Neddyl block
O=C1CSC(c2ccccc2F)N1c1ccccc1F (centres undefined) in the list: -0.3, -1, 0, -15, -1, 11, -0.6, -5, i
CC1(c2nc3ccccc3[nH]2)CCC(=O)N1Cc1ccccn1 (centres undefined) in the list: -0.1, -5, -1, 6, 2, -1, -1.5, -12, i

The results go on:
Values in the order: Tb MetRS inh | MsrA act | CSN inh | E coli Lon inh | Rin1 Abl inh | PABP1 MLLE inh | MsrA inhibitor | FAS-TE inh | Neddyl block
CCN(C(=O)CSc1nc(C)nc2sc(C)c(C)c12)C1CCS(=O)(=O)C1 (centres undefined)
 : -0.6 | -9 | -3 | 3 | 5 | -1 | -0.4 | 2 | i
CCCc1ccc(OCc2ccc(C(=O)N/N=C/c3cccc([N+](=O)[O-])c3)o2)c(OC)c1
 : 0.1 | 0 | -2 | 3 | -3 | -5 | 0.9 | -10 | i
Nc1nnn(CC(=O)N/N=C/C=C/c2ccccc2)n1
 : -1.0 | -13 | 3 | 16 | -4 | -11 | 1.8 | -2 | i
Cc1cccc(C(=O)N2CCC(=O)N(C(COCc3ccccc3)Cc3ccccc3)CC2)c1 (centres undefined)
 : -0.3 | -4 | 5 | -2 | 2 | -9 | -0.2 | 7 | i
COc1nc(Nc2ccc3c(c2)OCO3)nc(OC)n1
 : -0.7 | -2 | -1 | -6 | 2 | 10 | -1.2 | -9 | i
COc1ccc(S(=O)(=O)N2CCCCCC2)cc1C(=O)N(C)Cc1cccs1
 : -0.4 | -1 | -4 | -10 | -3 | -21 | 0.2 | 0 | i
CCNC(=S)NNC(=O)CCc1nc2cc(Cl)ccc2n(Cc2ccccc2)c1=O
 : -0.4 | -5 | 2 | -9 | 2 | -24 | 0.1 | 3 | i
Cc1cc(C)n2ncc(C(=O)O)c2n1
 : -0.8 | -2 | -5 | 0 | 1 | -2 | -0.8 | -1 | i
CCSc1nnc(NC(=O)CSc2nc3c(c(=O)n2-c2ccccc2OC)SCC3)s1
 : -0.4 | -5 | 1 | -1 | -3 | 0 | 1.2 | 2 | i
O=c1[nH]c(CN2CCN(c3ccc(O)cc3)CC2)nc2scc(-c3ccc(Cl)cc3)c12
 : -0.5 | -3 | 3 | 3 | -2 | -11 | 0.5 | 12 | i
CCOc1ccc(C(C)=O)cc1CN1C(=O)C(=O)N(CC)C1=O
 : -0.1 | -4 | 7 | 4 | 0 | -6 | 0.4 | -5 | i
CC1CCc2onc(C(=O)NCc3ccco3)c2C1 (centres undefined)
 : 0.0 | -1 | -6 | 2 | -3 | -14 | -1.3 | -1 | i
CCOCCCn1c(SCc2nc3ccccc3s2)nc2ccccc2c1=O
 : -0.9 | -4 | -9 | -7 | 1 | -32 | 0.8 | 34 | i
NC(=S)N/N=C/c1ccccc1[N+](=O)[O-]
 : 3.2 | -9 | -9 | -3 | 2 | 8 | 4.2 | -2 | i
CSc1ncccc1C(=O)OCC(=O)c1cccs1
 : -0.5 | -3 | 0 | 10 | -1 | 7 | 1.3 | 5 | i
Fc1ccc(C2NC(=S)NC3=C2N2CCC3CC2)cc1 (centres undefined)
 : -0.6 | 0 | 0 | -3 | -2 | -124 | -0.1 | -7 | i
COc1ccc(NC(=O)CS(=O)(=O)c2cn(CC(=O)N3CCCC3)c3ccccc23)c(OC)c1
 : 0.2 | 0 | 4 | 4 | 1 | 3 | 0.6 | -5 | i
O=C(CSc1ncn[nH]1)NCCCc1ccccc1
 : -0.3 | -4 | 2 | -6 | 0 | -1 | 0.0 | -22 | i
CCOP(=O)(OCC)C(Nc1ccccn1)c1ccccc1 (centres undefined)
 : -1.1 | -8 | 9 | -2 | 5 | -8 | -1.4 | -8 | i
CN(C)c1ccc(/C=C2\SC(=S)N(Nc3ncc(C(F)(F)F)cc3Cl)C2=O)cc1
 : -0.9 | -1 | -68 | -498 | 2 | i | 0.2 | -141 | i
COC(=O)c1ccccc1NC(=O)CNc1cc(OC)c(OC)cc1C
 : -0.5 | -4 | 1 | 5 | 2 | 1 | 0.6 | -1 | i
CCN(CC)C(=O)CSc1nnc(COc2ccc(OC)cc2)n1N
 : -0.8 | -5 | -9 | -1 | 2 | 3 | 1.5 | -7 | i
Cc1ccc(CN2CCN(CC(=O)NC(C)CCc3ccccc3)C2=O)cc1 (centres undefined)
 : 0.0 | 0 | -5 | -12 | 1 | -1 | 1.0 | 2 | i
Cc1nnc(SCC(=O)NNC(=O)c2ccc(Cl)cc2)s1
 : -0.5 | -5 | 5 | 8 | 2 | 9 | 2.5 | -6 | i
O=C(/C=C/c1ccco1)N1CCN(S(=O)(=O)c2cccc([N+](=O)[O-])c2)CC1
 : -0.1 | -4 | 0 | -20 | 1 | -78 | 0.6 | 1 | i
O=C(CSc1nc(-c2ccccc2)cs1)NCCCN1CCCC1=O
 : -0.3 | -1 | 0 | -6 | 4 | 5 | -0.7 | -5 | i
O=C(COC(=O)c1ccccc1C(=O)c1ccccc1)NCc1ccc(F)cc1
 : 0.2 | -4 | -5 | 12 | -1 | -2 | -0.5 | 12 | i
CCC(c1nnc(SCC(=O)Nc2ccc(C(N)=O)cc2)n1Cc1ccccc1)N(C)C (centres undefined)
 : 0.1 | -2 | -2 | -9 | 4 | 11 | -1.2 | -3 | i
O=S1(=O)CCC(NS(=O)(=O)/C=C/c2ccccc2)C1 (centres undefined)
 : -0.3 | 0 | -1 | 11 | 4 | 2 | -0.1 | -6 | i
O=C(NCCN1C(=O)S/C(=C\c2ccccc2)C1=O)C1CCN(S(=O)(=O)c2cccs2)CC1
 : 0.1 | -1 | 2 | 0 | -3 | 2 | -1.0 | 53* | i
Cc1ccsc1/C=N/NC(=O)CN1CCN(S(=O)(=O)c2ccc(Br)cc2)CC1
 : 0.3 | -1 | 1 | 4 | -4 | 3 | 0.8 | 4 | i
O=S(=O)(Cc1noc(-c2ccc(OC(F)(F)F)cc2)n1)c1ccc(F)cc1
 : -0.3 | 0 | 1 | -8 | 2 | 1 | -1.6 | 16 | i

High-throughput results from PubChem.

Random draw from the library; overall some 4% were active at least once.
